# High-throughput results as filed in PubChem.
# pPAFAH inh: pPAFAH enzyme inhibitors, primary screen, biochemical, fluorescence polarization, human | inhibition, % at 3.39 µM | recombinant pPAFAH, FP-rhodamine probe fluorescence polarization | 330,000 compounds, 1.5% hits;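 active = inhibition above the mean inhibition across the screen plus 3 SD, cut at about 25% in these data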;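 note: inhibitors block binding of the rhodamine activity-based probe so polarization drops; 0% = enzyme with DMSO and 100% = wells lacking pPAFAH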
# Target sequence (Q13093 whole entry, looked up): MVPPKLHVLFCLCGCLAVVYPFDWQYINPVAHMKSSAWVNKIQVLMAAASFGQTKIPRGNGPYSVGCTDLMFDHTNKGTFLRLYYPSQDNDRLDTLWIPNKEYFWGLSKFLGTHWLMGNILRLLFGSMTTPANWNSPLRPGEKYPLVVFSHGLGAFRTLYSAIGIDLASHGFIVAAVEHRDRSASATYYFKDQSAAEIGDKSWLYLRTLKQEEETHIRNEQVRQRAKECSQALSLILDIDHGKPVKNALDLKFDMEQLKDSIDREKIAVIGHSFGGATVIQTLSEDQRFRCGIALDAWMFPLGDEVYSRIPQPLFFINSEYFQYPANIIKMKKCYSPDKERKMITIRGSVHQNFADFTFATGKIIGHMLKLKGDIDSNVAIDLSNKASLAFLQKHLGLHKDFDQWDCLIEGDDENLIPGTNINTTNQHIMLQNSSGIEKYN
# GSTO1 inh: inhibitors of recombinant GSTO1, primary screen, counter-screen for RBBP9 inhibitor project, biochemical, fluorescence polarization; Glutathione S-transferase omega-1 (Homo sapiens), P78417; activity-based probe fluorescence polarization; inhibition, % at 5.96 µM; 300,000 compounds, 1.1% hits;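 active = inhibition above the campaign mean inhibition plus 3 SD, cut at about 35% in these data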;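 note: 0% = GSTO1-1 with DMSO and 100% = wells lacking GSTO1-1 enzyme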
# PAD4 inh: human PAD4 inhibitors, primary screen, biochemical, fluorescence polarization, 1536-well format; recombinant PAD4, RCA probe fluorescence polarization; 330,000 compounds, 0.41% hits; AID 485272, 2010; inhibition, % at 6.36 µM; Protein-arginine deiminase type-4 (Homo sapiens), Q9UM07;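 active = percent inhibition above a cutoff equal to the mean of all tested compounds plus 3 SD, cut at about 15% in these data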;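 note: 0% = PAD4 with RCA probe and DMSO and 100% = probe without PAD4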
# Target sequence (Q9UM07 whole entry, looked up): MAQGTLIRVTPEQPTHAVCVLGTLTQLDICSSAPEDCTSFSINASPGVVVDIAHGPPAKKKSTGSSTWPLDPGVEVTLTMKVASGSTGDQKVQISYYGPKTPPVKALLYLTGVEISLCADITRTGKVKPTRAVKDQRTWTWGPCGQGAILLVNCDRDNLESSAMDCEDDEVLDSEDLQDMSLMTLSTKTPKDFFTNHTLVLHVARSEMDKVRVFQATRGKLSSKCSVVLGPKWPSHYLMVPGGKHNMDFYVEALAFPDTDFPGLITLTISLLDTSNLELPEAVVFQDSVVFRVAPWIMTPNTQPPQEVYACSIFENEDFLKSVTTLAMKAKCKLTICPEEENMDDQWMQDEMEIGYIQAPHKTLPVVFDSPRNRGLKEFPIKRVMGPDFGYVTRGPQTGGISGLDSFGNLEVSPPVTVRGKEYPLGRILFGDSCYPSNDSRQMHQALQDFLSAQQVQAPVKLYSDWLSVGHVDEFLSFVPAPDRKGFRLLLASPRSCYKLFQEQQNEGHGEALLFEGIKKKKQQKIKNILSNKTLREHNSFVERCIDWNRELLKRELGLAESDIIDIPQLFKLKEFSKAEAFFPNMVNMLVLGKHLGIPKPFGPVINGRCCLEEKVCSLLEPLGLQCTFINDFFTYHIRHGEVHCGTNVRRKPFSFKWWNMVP
# PAFAH2 inh: PAFAH2 enzyme inhibitors, primary screen, biochemical, fluorescence polarization, human; Platelet-activating factor acetylhydrolase 2, cytoplasmic (Homo sapiens), Q99487; recombinant PAFAH2, FP-rhodamine activity probe; inhibition, % at 3.39 µM; 340,000 compounds, 0.99% hits; AID 492956, 2010;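 active = inhibition above the mean over all tested compounds plus 3 SD, cut at about 30% in these data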;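 note: inhibitors block probe labeling of enzyme so polarization drops; 0% = enzyme with DMSO and 100% = wells lacking PAFAH2 protein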
# LYPLA1 counter: LYPLA1 inhibitors, primary screen, counter-screen for PME1 inhibitor project, biochemical, fluorescence polarization, FP-Rh probe ABPP | Acyl-protein thioesterase 1 (Homo sapiens), O75608 | recombinant LYPLA1 | inhibition, % at 5.9 µM | 320,000 compounds, 0.16% hits | AID 2174, 2009;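 active = inhibition above the mean of all tested compounds plus 3 SD, set per campaign, cut at about 14% in these data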;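 note: inhibitors block serine hydrolase probe labeling of LYPLA1 so polarization falls; 0% = enzyme with DMSO and 100% = wells lacking LYPLA1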
# PAFAH1B2 inh: PAFAH1B2 enzyme inhibitors, primary screen, biochemical, fluorescence polarization, human; inhibition, % at 3.39 µM; 340,000 compounds, 1.2% hits; recombinant PAFAH1B2, FP-rhodamine activity probe;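 active = inhibition above the mean of all tested compounds plus 3 SD, cut at about 24% in these data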;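 note: 0% = enzyme with DMSO and 100% = wells lacking PAFAH1B2; many of its hits are not listed in these tables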
# PAFAH1B3 inh: PAFAH1B3 enzyme inhibitors, primary screen, biochemical, fluorescence polarization, human; Platelet-activating factor acetylhydrolase IB subunit alpha1 (Homo sapiens), Q15102; recombinant PAFAH1B3, FP-rhodamine probe; inhibition, % at 3.39 µM; 340,000 compounds, 0.28% hits;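 active = inhibition above the screen-wide average of all tested compounds plus 3 SD, cut at about 25% in these data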;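 note: 0% = enzyme with DMSO only and 100% = wells lacking PAFAH1B3 protein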
# Fam108B counter: mouse Fam108B serine hydrolase inhibitors, primary screen, counter-screen for RBBP9 inhibitor project, biochemical, fluorescence polarization | 300,000 compounds, 0.33% hits | inhibition, % at 9.51 µM | recombinant Fam108B, FP-Rh probe fluorescence polarization;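 active = inhibition above the screen mean inhibition plus 3 SD, computed separately per campaign, cut at about 18% in these data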;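 note: inhibitors lower polarization as less probe binds the enzyme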
# PME-1 primary: PME-1 inhibitors via competitive probe labeling, primary screen, biochemical, fluorescence polarization, FP-Rh probe, HTS; AID 2130, 2009; inhibition, % at 5.9 µM; recombinant PME-1; 320,000 compounds, 0.53% hits; Protein phosphatase methylesterase 1 (Homo sapiens), Q9Y570;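 active = inhibition above the campaign mean of all compounds plus 3 SD, cut at about 26% in these data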;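 note: competitive labeling of PME-1 active site by serine hydrolase directed probe; 0% = PME-1 with DMSO and 100% = wells lacking PME-1 enzyme; inhibitors block probe labeling so polarization falls and inhibition rises; many of its hits are not listed in these tables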
# * marks the source's active call; other numbers are inactive results; . = no result given. Only part of the results is shown. The share of hits here may be higher or lower than overall.
SMILES,pPAFAH inh,GSTO1 inh,PAD4 inh,PAFAH2 inh,LYPLA1 counter,PAFAH1B2 inh,PAFAH1B3 inh,Fam108B counter,PME-1 primary
O=C(NNS(=O)(=O)c1ccc(Cl)cc1)c1ccc(S(=O)(=O)N2CCCCC2)cc1,0,-1,-9,-7,4,11,0,3,7
CC(C)Cc1nc2oc3c(NCC4CCCO4)ncnc3c2c2c1CCC2 (centres undefined),2,4,-2,-4,-5,6,0,1,1
Cc1ccc(C(=O)NCC(=O)OCc2cccc(Br)c2)cc1,-1,0,-6,-3,2,3,3,-3,-5
O=C(COc1ccc2ccc(=O)oc2c1)Nc1ccc2c(c1)OCCO2,-1,0,-1,1,3,2,5,4,-9
CCN(CC)S(=O)(=O)c1ccc(Cc2ncc(C(F)(F)F)cc2Cl)s1,11,-1,-1,3,0,3,-3,-6,-4
Cc1nn(Cc2ccccc2)c(C)c1C(=O)Nc1ccc(N2CCOCC2)cc1,0,4,-2,-12,-4,-2,5,-2,-10
O=[N+]([O-])c1cc(C(F)(F)F)cc([N+](=O)[O-])c1NCCNC(=S)Nc1cccc(F)c1,5,8,1,4,-10,14,5,-2,11
O=C1CNC(=S)N1CCOc1ccccc1,2,7,-8,-5,1,3,9,4,-4
CCOP(=O)(c1ccc(N(C)C)cc1)C(O)c1ccc(C)cc1 (centres undefined),6,6,4,4,3,4,0,-8,0
CC(=O)Nc1ccc(-c2csc(NC(=O)CCCc3cccs3)n2)cc1,-1,-9,-3,1,-14,2,3,-8,12
N#Cc1cc(-c2ccc(Cl)cc2)cnc1Sc1ccccc1,2,0,2,-4,-1,-1,-13,-8,-5
CCOCCCn1c(C)nc2c[n+](CC(=O)c3ccc4ccccc4c3)cc(Br)c21,4,8,1,.,-1,.,.,3,4
COCCCN=C(c1ccco1)n1c(=S)nc(-c2ccco2)n(CCCOC)c1=S,-2,7,-8,13,2,2,-3,2,-4
CCOC(=O)/C=C/C(=O)OCC(=O)Nc1ccc(Cl)cc1Cl,-2,-1,1,2,-1,-1,3,2,-8
CCc1ccccc1NC(=O)c1onc(C)c1Cl,-6,2,-6,-2,-2,1,5,-2,0
CCCCn1c(N)c(N(CCOC)C(=O)c2ccc(-c3cccc(C(F)(F)F)c3)o2)c(=O)[nH]c1=O,39*,-1,-3,-10,0,2,1,0,-2
COc1ccc(N2CCN(CCC(N)=O)CC2)cc1,3,8,-10,-5,-1,-1,-4,-5,1
O=C(NCc1ccccc1)Nc1cccn(Cc2c(F)cccc2Cl)c1=O,14,-4,-3,3,1,3,8,-1,-1
O=C(Nc1ncc2c(n1)CC(c1ccccc1)CC2=O)c1ccco1 (centres undefined),-5,-3,-6,-2,-4,3,9,-3,2
COCCOC1CCN(Cc2cn(Cc3ccccc3)nc2-c2cc3ccccc3o2)CC1,0,-3,-5,-4,-3,7,0,4,2
COc1cc(OC)cc(C(=O)N[C@H](C(=O)NCc2ccccc2)C(C)C)c1,0,0,1,5,2,0,0,4,-3
Cc1cc(NC(=O)COC(=O)C2CCN(S(=O)(=O)c3ccc(Cl)cc3)CC2)no1,12,-2,-4,4,2,17,1,-2,1
CC1CCN(C2=C(NS(=O)(=O)c3ccccc3)C(=O)c3ccccc3C2=O)CC1,6,35*,-6,10,4,6,11,2,3
Cc1ccc(NC(=O)Cn2c(=O)n(Cc3ccco3)c(=O)c3ccccc32)c(C)c1,0,-9,-6,9,-3,-1,3,-3,-7
C=CC1=C2C=C(C3CC3)N(C3CC3)C=C2C(=O)C(C)(OC(=O)c2ccco2)C1=O (centres undefined),5,24,2,-10,6,-4,13,-2,8
N#CCN1CCC/C1=C\[N+](=O)[O-],-2,5,4,0,-2,0,8,-8,1
Cc1ccc(C2=NOC(C)(c3nnc(-c4cccc(Cl)c4)o3)C2)cc1 (centres undefined),-2,3,4,-5,-2,-1,13,-3,2
Cc1ccccc1C(NC(N)=O)c1ccccc1 (centres undefined),-4,1,6,-9,1,-1,3,3,0
C=CCNC(=O)c1c(CS(=O)(=O)c2ccccc2)noc1C(=O)NCc1ccccc1,2,6,-4,7,-4,13,10,1,1
COc1ccc(C(=O)NC(C)c2cc(OC)c(OC)cc2Br)cc1 (centres undefined),4,9,-6,-2,-1,2,1,3,4
COc1ccc(N2CCN(C(=O)c3ccc4c(c3)OCO4)CC2)cc1,13,7,-1,7,-3,-7,-6,-4,-1
CN=C(Nc1cccnc1)c1ccccc1,0,0,-2,3,1,5,-2,-1,2
Cc1ccc(C(=O)O)cc1-c1ccc(/C=C2\SC(=O)N(CC(=O)Nc3ccccc3)C2=O)o1,23,-19,0,-2,-4,3,12,-3,-7
O=C(CCc1nc2ccccc2c(=O)[nH]1)NNC(=O)c1ccc(F)cc1,5,.,-1,14,4,-2,8,.,0
O=C(c1ccccc1)c1nc2ccccc2n(CCCn2c(=O)c(C(=O)c3ccccc3)nc3ccccc32)c1=O,5,-8,-7,-7,0,-6,4,-8,-8
CCC(=O)NNC(=O)CCC(=O)Nc1ccc(C)cc1C,-2,5,-3,8,-2,2,6,-2,-2
CCCNC(=O)Cn1c(=O)/c(=C\c2ccc(-c3cccc([N+](=O)[O-])c3)o2)s/c1=C\C(=O)C(C)(C)C,14,-1,-13,-7,-5,0,0,-3,-1
O=C(Cn1c(NCCCO)nc2ccccc21)c1cccs1,1,0,-2,-3,-2,1,9,-2,5
COc1ccc(Cl)cc1S(=O)(=O)NC(C)C(=O)NCc1ccccn1 (centres undefined),-2,5,3,3,0,1,9,-3,-2
CCCC1NC(=S)N(C2CCCCC2)C1=O (centres undefined),-2,40*,-1,-5,3,7,3,-1,-4
O=C(CSc1nc2cccnc2n1Cc1ccccc1)NCc1ccco1,-5,6,3,-6,-2,2,-1,-1,-2
COCC(C)n1c(SCC(=O)Nc2ccc3c(c2)OCCO3)nc2ccccc2c1=O (centres undefined),2,.,1,0,-5,1,8,.,4
O=C(CCc1nc2ccccc2c(=O)[nH]1)Nc1cc(C(F)(F)F)ccc1N1CCCC1,4,.,-9,5,1,1,8,.,5
CC(=O)N1CCN(Cc2nc3cc(NC(=O)c4ccccc4)ccc3n2C)CC1,6,-2,-3,1,-6,3,3,-2,-3
Oc1ccc(-c2onc(C(F)(F)F)c2-c2cscn2)c(O)c1,5,-1,-3,8,0,1,5,-2,-3
CN(C)c1ccc(CNC(=O)C2CCC(CNc3c(N4CCCCC4)c(=O)c3=O)CC2)cc1 (centres undefined),-4,-5,-4,6,0,1,5,4,-4
O=C(C/C=N/OCc1c(Cl)cccc1Cl)c1ccc(Cl)cc1,-2,-3,6,-3,-3,2,3,-7,-8
COc1ccc(CCN(C)C(=O)CSc2nnc(C3CC3)n2N)cc1OC,2,-4,1,4,-1,4,3,-2,0
COC(=O)c1ccc(NC(=O)C(C)Oc2ccccc2)cc1 (centres undefined),3,1,-2,6,0,3,10,-1,7
Cc1onc(C(=O)N2CCC(Cc3ccccc3)CC2)c1[N+](=O)[O-],-1,21,1,-9,-3,5,0,2,-9
CC1CCC2(CC1)NC(=O)N(CC(=O)Nc1ccc3c(c1)OCCCO3)C2=O (centres undefined),1,.,1,4,-2,1,-1,.,4
CCN(CC)c1nc2ccccc2n2cnnc12,0,5,2,-2,-2,1,10,0,-11
CCC(C)(O)C(=O)N[C@H]1CCCN1C(=O)/C=C/c1ccccc1 (some centres undefined),-2,.,2,3,.,2,2,.,.
CC(C)[C@H](N)C(=O)NC[C@H]1O[C@@H](n2cnc3c(N)ncnc32)[C@H](O)[C@@H]1O,7,.,3,-2,.,5,10,.,.
Cc1ccc(S(=O)(=O)NCc2nc3ccccc3c(=O)n2N)cc1,3,5,-1,-5,3,11,7,0,-4
COc1ccc(-c2ccccc2NC(=O)C2CCCN(Cc3ccc(C)o3)C2)cc1 (centres undefined),-5,0,-1,-3,-2,-1,-4,-1,4
CC(=O)Nc1ccc(OS(=O)(=O)c2ccc(C(C)(C)C)cc2)cc1,0,-6,-3,.,-4,.,.,-3,-6
COc1cc(/C=N/NC(=O)CCc2ccccc2)ccc1O,6,0,-5,-8,0,1,5,1,-7
Cc1ccc(C(c2ccc(C)o2)c2cccc([N+](=O)[O-])c2O)o1,23,11,1,14,2,5,5,4,9
COCCN1CN=C(Nc2nc3ccccc3o2)NC1,1,5,2,-2,-1,1,9,5,0

# (cont.)
SMILES,pPAFAH inh,GSTO1 inh,PAD4 inh,PAFAH2 inh,LYPLA1 counter,PAFAH1B2 inh,PAFAH1B3 inh,Fam108B counter,PME-1 primary
COc1ccccc1NS(=O)(=O)c1cc(NC(=O)COc2ccccc2F)ccc1N1CCOCC1,-1,.,2,-5,.,-4,-7,.,.
Cc1ccc2nc(C)cc(N/N=C/c3ccccc3O)c2c1,5,5,-3,7,2,6,0,-2,0
Cc1ccc(S(=O)(=O)N(C)Cc2ccc(C(=O)N/N=C/c3ccc(OC(F)F)cc3OC(F)F)cc2)cc1,-15,-14,-2,-40,-38,-19,-32,-32,-48
Cc1noc(/C=C/N(C)C)c1S(=O)(=O)N1CCCC(C(=O)NCCC2=CCCCC2)C1 (centres undefined),25*,7,-8,-2,-9,20,2,-2,1
CCOC(=O)c1ccccc1NC(=O)COC(=O)CCNS(=O)(=O)c1ccc(C)c(C)c1,15,0,1,-3,-1,3,5,4,11
C#CCn1cc(Cl)cc(C(=O)Nc2ccccc2)c1=O,6,4,-6,-3,0,8,7,1,-1
Cc1cc(C)n(C(=O)c2cccc(S(=O)(=O)N3CCOCC3)c2)n1,0,4,-2,4,-2,-2,2,0,-2
CCCCNC(=O)C1C2C=CC3(CN(Cc4ccc(C)cc4)C(=O)C13)O2 (centres undefined),3,-3,-3,0,1,8,-4,-1,-2
Cc1ccc(-n2c(-c3ccccc3)c[n+]3c2CCC3)cc1,1,0,-4,-11,-6,7,1,0,0
O=C(CN1CCC(C(O)(c2ccccc2)c2ccccc2)CC1)Nc1ccccc1,7,1,-2,2,-5,0,8,1,-6
Cc1cc(C)c2nc(SCC(=O)NC(=O)c3cccn3C)cc(C)c2c1,-1,-7,-3,-9,-7,-2,1,0,11
CC(C)Cn1c(SCC(=O)Nc2ccc(Cl)cc2F)nc(O)cc1=O,10,.,2,-2,.,-5,-1,.,.
CC(C)(C)c1ccc(C(=O)NNC(=O)CNC(=O)c2cccs2)cc1,-2,.,2,-2,.,7,1,.,.
O=C(O)/C(=C\c1ccc(Cl)cc1)c1ccc(S(=O)(=O)N2CCCC2)s1,2,.,1,3,1,2,8,.,3
Cc1ccn2cc(CSc3ccccc3)nc2c1,0,8,3,-1,-2,17,3,-2,0
CCCSC1=C(C#N)C(c2ccccc2OCC)CC(=O)N1 (centres undefined),3,5,5,5,0,2,2,4,5
S=C(NC1CCCCC1)N1CCOCCOCCN(C(=S)NC2CCCCC2)CCOCC1,2,-2,-3,.,2,.,.,-4,2
